TGFb inhibitor = qHTS for Inhibitors of TGF-b; HepG2 CAGA-GFP TGF-b/SMAD3 reporter, GFP fluorescence, 18 h; TGF-beta stimulated, 500 pg/mL final; Potency, µM (top dose mostly 46.1 µM), without a hit: at the highest dose activity, negative = inhibition, most hits filed as inhibitors; actives 1.2% (n = 410,000); AID 588855, 2011; also: potency is read from the fitted curve at half-maximal effect; % is scaled to controls: 0 for no effect and ±100 for the full control effect; nearly all actives have a fitted effect of over 65% in size
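Per well, imaged GFP fluorescence of HEPG2 CAGA-GFP cells gives the signal; cells get compound, then TGF-beta (500 pg/mL final), 18 h at 37 degrees C; %Activity versus -TGF-beta and +DMSO controls.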
HepG2 viability = qHTS for Inhibitors of TGF-b: Cytotox Counterscreen. HepG2 CAGA-GFP viability, ATP luminescence, 18 h. Potency, µM (doses to about 46.1 µM), for inactives: top-dose activity change, negative = cytotoxicity, usual class: cytotoxic. actives 0.76% (n = 410,000); also: potency is read from the fitted curve at half-maximal effect; some results filed as inactive show a strong effect at the top dose
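HepG2 CAGA-GFP cells (1000/well, DMEM with 1% FBS) received compound, then TGF-beta at 500 pg/mL final, and were incubated 18 hours at 37 degrees C. Viability was read by CellTiter-Glo luminescence. Media-only wells were set as complete cell-killing and DMSO as no toxicity.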
ATXN viability = Viability Counterscreen for Primary qHTS for Inhibitors of ATXN expression | Potency, µM (titrated, usually from 56.7 µM), most hits filed as cytotoxic | actives 0.49% (n = 400,000) | S2 cells (HEK-293 line with an ATXN2-luciferase reporter) viability, CellTiter-Fluor protease fluorescence, 24 h; also: potency is read from the fitted curve at half-maximal effect; nearly all actives have a fitted effect of over 40% in size
ATXN2 expr inh = Primary qHTS for Inhibitors of ATXN expression; actives 0.72% (n = 360,000); Potency, µM (titrated, usually from 57 µM), inactives show at the top dose activity change, negative = inhibition, actives largely listed as inhibitors; HEK-293 ATXN2-luciferase reporter, luminescence, 24 h; also: potency is read from the fitted curve at half-maximal effect; % is scaled to controls: 0 for no effect and ±100 for the full control effect; nearly all actives have a fitted effect of over 55% in size
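qHTS (up to 57 uM final) was run with 24 h compound exposure of reporter cells at 37 °C. Each well was multiplexed: SteadyGlo luminescence measured ATXN2-luciferase expression after a fluorogenic Gly-Phe-AFC viability readout (25 uM final).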
IL-1B inflam inh = qHTS for Inhibitors of Inflammasome Signaling: IL-1-beta AlphaLISA Primary Screen; THP-1 LPS/ATP IL-1B secretion, AlphaLISA, 16 h; stronger effect = lower value; actives 4.7% (n = 360,000); activity change, % at 57.5 µM; AID 743279, 2014; in the data active = activity change below about -50%; inconclusive = mostly about -30% to -49%; also: % is scaled to controls: 0 for no effect and ±100 for the full control effect
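THP-1 cells pretreated 1 hr with compounds (up to 57.5 uM final), then stimulated with LPS (250 ng/mL final) plus ATP (1.25 mM final); secreted IL-1B measured by AlphaLISA after 16 hr, decreased signal indicating inhibition.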
Nrf2 inh = Nrf2 qHTS screen for inhibitors | A549 ARE-Fluc reporter, luciferase luminescence, 18-24 h | Potency, µM (series often up to 46 µM), for inactives: top-dose activity change, negative = inhibition, hits mostly inhibitors | actives 2.1% (n = 360,000) | AID 504444, 2011; also: potency is read from the fitted curve at half-maximal effect; % is scaled to controls: 0 for no effect and ±100 for the full control effect; nearly all actives have a fitted effect of over 60% in size
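Two sequential reads on A549 ARE_Fluc cells exposed to compound for 18-24 h: a CellTiter-Fluor fluorescence read for viability, then a luciferase luminescence read for Nrf2/ARE activity.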
MCF10A rereplic = A quantitative high throughput screen for small molecules that induce DNA re-replication in MCF 10a normal breast cells; MCF 10A DNA re-replication, Hoechst nuclear intensity, 48 h; Potency, µM (top dose mostly 46.1 µM), for the others: at the highest dose activity, positive = re-replication, most hits filed as activators; actives 2.9% (n = 350,000); also: potency is read from the fitted curve at half-maximal effect; % of control where 0% means no effect; nearly all actives have a fitted effect of over 50% in size
A549 viability = Nrf2 qHTS screen for inhibitors: counterscreen for cytotoxicity | A549 ARE-Fluc cells, CellTiter-Fluor viability, 18-24 h | Potency, µM (top dose mostly 46 µM), for inactives: top-dose activity change, negative = cytotoxicity, most hits filed as inhibitors | actives 0.16% (n = 390,000) | AID 504648, 2011; also: potency is read from the fitted curve at half-maximal effect; % is scaled to controls: 0 for no effect and ±100 for the full control effect
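Cytotoxicity counterscreen: CellTiter-Fluor fluorescence was measured in A549 ARE_Fluc cells after 18-24 h of compound exposure in a concentration series. The subsequent BugLite luminescent read reports ARE-luciferase activity.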
Nrf2 ARE act = qHTS of Nrf2 Activators; actives 0.31% (n = 410,000); AREc32 ARE-luciferase reporter (MCF7-derived line), luminescence, 24 h; Potency, µM (series often up to 46.1 µM), inactives show at the top dose activation, usual class: activators; also: potency is read from the fitted curve at half-maximal effect; % of control where 0% means no effect; nearly all actives have a fitted effect of over 65% in size
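AREc32 cells carrying an ARE-driven firefly luciferase reporter were seeded at 1000 cells/well in OPTI-MEM with 5% FBS, then exposed to compound for 24 hr at 37 deg C. Luminescence was read with Steady-Glo after 30 min at RT.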
* hit, by the source's call; i = inactive; ? = inconclusive; / = not tested or not shown; & = joins results of further samples; [ ] = another dose, or the depositor's remark. Unless noted, calls follow the shape of the dose curve; as a rule, active = well fitted curve in the direction sought with a large enough effect; inconclusive = small, poorly fitted or top-dose-only effect, or another doubt; inactive = no such curve, though single readings can be large; an effect the other way counts as inactive or inconclusive.

SMILES	TGFb inhibitor	HepG2 viability	ATXN viability	ATXN2 expr inh	IL-1B inflam inh	Nrf2 inh	MCF10A rereplic	A549 viability	Nrf2 ARE act
O=C(CNCc1ccc(Cl)cc1)Nc1cccc(C(=O)O)c1	5%	0%	i	3%	0	22%	5%	-12%	0.2%
O=C(Nc1cccc(F)c1)N(Cc1ccc(Cl)cc1)CC(O)C(F)(F)F (stereo unspecified)	?	-59%	?	?	-18	?	5%	-15%	3.8%
CCC(C)N(C(=O)COC(=O)/C=C/c1ccc(O)c(OC)c1)C1CCS(=O)(=O)C1 (stereo unspecified)	-11%	2%	i	-7%	18	7%	-1%	4%	2.8%
COC(=O)C[C@H]1c2ccc(C(F)(F)F)cc2S(=O)(=O)N1Cc1ccccc1	-2%&-4%	4%&-4%	i	8%	-2	2%	1%	2%	-1.0%
Cc1cc(=S)[nH]c2ccccc12	-10%&-7%	-2%&3%	i	-3%	8	5%	-1%	-1%	3.0%
CCC(Oc1ccccc1)C(=O)Nc1nnc(C)s1 (stereo unspecified)	-42%	2%	i	4%	0	1%	-8%	5%	0.1%
O=C1CC(Nc2ccc3ccccc3c2)C(=O)N1Cc1ccccc1 (stereo unspecified)	-10%	-23%	i	24%	-21	?	19%	6%	3.5%
CCOC(=O)C(NC(C)=O)C(OC(C)=O)c1cccc(N(CCO)CCO)c1 (stereo unspecified)	0%	43%	i	2%	-10	/	-3%	-2%	3.1%
COc1ccc(CCC(=O)Nc2ccc(S(=O)(=O)NC3=NCCCCC3)cc2)cc1	-1%	3%	i	/	-11	/	/	/	-1.0%
CSc1ccc(-c2nc3c(C)cccn3c2Nc2ccc3c(c2)OCCO3)cc1	1%	-33%	?	-10%	/	-29%	/	1%	7.8%
COc1ccc(N(CC(=O)NCCC2=CCCCC2)S(=O)(=O)c2ccccc2)cc1OC	2%	0%	i	-22%	?	-12%	0%	-11%	0.2%
CCOC(=O)N1CCN(C(=O)c2ccc(Cn3c(=S)[nH]c4cc(OCC)c(OCC)cc4c3=O)cc2)CC1	-17%	6%	i	-20%	10	?	-1%	-26%	-0.7%
COc1ccc(Br)cc1CNC(=O)c1cc(=O)[nH]c2ccc(S(=O)(=O)N3CCCCC3)cc12	-15%	-16%	/	/	/	/	/	9%	-0.7%
Cc1ccc(C(=O)NC2CC3CCCC(C2)N3C(=S)NCc2ccco2)cc1 (stereo unspecified)	-7%	-9%	i	-6%[11.3 µM]	-21	9%	0%	0%	0.6%
CCCn1c(=O)[nH]c(=O)c2c1nc(-c1ccc(OC)c(Br)c1)n2CCOC	-19%	7%	i	26%	59	-2%	-8%	-1%	-0.3%
CC(C)c1ccc(NC(=O)COc2ccc(S(=O)(=O)N3CCOCC3)cc2)cc1	-4%	-9%	i	1%	11	4%	2%	-6%	1.4%
COc1ccc(NC(=O)Cc2c(C(=O)O)[nH]c3ccccc23)cc1OC	11%	1%	i	12%	/	22%[9.27 µM]	/	12%	-0.9%
O=C(c1[nH]c(C(F)(F)F)nc1-c1ccccc1)N1CCOCC1	9%	14%	i	3%	12	/	/	/	-0.1%
CC(C)(C)c1cc(=O)n2c(C#N)c(C#N)nc2[nH]1	2%	-6%	i	5%	-5	2%	-1%	-3%	3.0%
Oc1ccc(-c2cn3c(n2)SCC3)cc1	-31%	-11%	i	22%	-17	9%	1%	4%	2.9%
Cc1ccc2c(c1)C1CC(C)(O2)N(c2cccc(C(=O)NCc3ccccn3)c2)C(=O)N1 (stereo unspecified)	2%	-9%	i	2%	-5	-4%	-2%	-3%	-0.5%
COc1cccc(CN(C)C(=O)CCc2nnc(-c3ccsc3)o2)c1	0%	6%	i	2%[11.3 µM]	-7	?	0%	0%	3.8%
COc1ccccc1N1CCN(C(=O)c2c(-c3ccccc3)noc2C)CC1	24%	-7%	?	-35%	40	-20%	11µM*	-17%	-0.5%
COc1ccc(NC(=O)CSc2ccc(-c3cccs3)nn2)cc1	6%	2%	/	/	/	?	/	0%	6.4%
OCCCN=c1cc(-c2ccccc2)oc2ccc(Cl)cc12	0%	-12%	i	?	-102*	?	25%	?	15%
CC(C)OC(=O)CSc1nnc(-c2cnccn2)n1C	5%	0%	?	2%	1	24%	0%	3%	0.1%
Cc1cc(C)c2nc(N3C(=O)C(O)=C(C(=O)c4ccco4)C3c3ccco3)sc2c1 (stereo unspecified)	13%	-36%	i	-1%	26	?	18µM*	?	1.6%
COc1ccccc1N1CCN(C(CNS(C)(=O)=O)c2cccnc2)CC1 (stereo unspecified)	15%	-1%	i	/	14	-20%	-4%	-7%	-0.2%
COc1cccc(C(=O)OCC(=O)c2c(N)n(C)c(=O)n(C)c2=O)c1	12%	20%	i	13%	-26	-23%	4%	2%	-1.0%
O=C(CSc1ncccn1)NC(=O)NCc1ccccc1	6%	-2%	i	4%	-6	?	3%	8%	0.0%
COc1cccc(CNC(=O)c2c(C)oc3ncnc(N4CCOCC4)c23)c1	-1%	-20%	/	/	/	16%	/	-2%	-1.2%
COc1ccc(CCN(C)C(=O)c2ccc(COc3ccccc3)o2)cc1OC	7%	-1%	i	-13%	?	-4%	5%	-1%	8.9%
Cc1cc(C(=O)COC(=O)c2ccncc2)c(C)n1CCc1ccc(F)cc1	37%[activator]	0%	i	-16%	27	-1%	-39%[inhibitor]	2%	-0.3%
COc1ccc(C(=O)NCC(=O)N2CCC(Cc3ccccc3)CC2)cc1OC	14%	5%	?	6%	-11	-25%	12%	-1%	-0.6%
Cc1ccc(C=C2C(=O)c3ccccc3C2=O)s1	-29%	-15%	i	16%	-4	7%	0%	-11%	5.4%
COc1ccc(S(=O)(=O)NCCc2ccccc2)cc1	0%	-51%	i	3%	15	8%	9%	-4%	2.9%
CN(C)C1=NCCN1CCCC1CCCCC1	?	-18%	i	-11%	?	-2%	?	16%	-0.9%
CN1CCN(C(=S)c2ccc(N(C)C)cc2)CC1	10%	-6%	i	-6%	-5	/	-14%	5%	-0.4%
O=S(=O)(c1ccccc1)C1Cc2ccccc2C1Cl (stereo unspecified)	19%	3%	i	5%	14	19%	0%	0%	-0.3%
Nc1nc(N)c2ncc(C(=O)CCc3ccccc3)nc2n1	16%	0%	/	4%	19	-1%	?	-1%	12%
Cc1ccsc1C(=O)N1CCN(c2ncc(C(F)(F)F)cc2Cl)CC1	-5%	-33%	i	-23%	-20	?	?	1%	0.3%
CCNC(=O)c1ccc(C2SCC(=O)N2CCc2ccccc2)cc1 (stereo unspecified)	-5%	-1%	i	-25%[11.3 µM]	12	-4%	-2%	9%	-0.4%
CCOc1ccc(C(=O)Nn2cnnc2)cc1OCC	3%	10%	i	-4%	-30	-1%	?	4%	-0.5%
CN(C)c1ccc(C(CNS(=O)(=O)c2ccc(Br)cc2)N2CCOCC2)cc1 (stereo unspecified)	?	-23%	/	/	/	/	/	15%	-0.4%
CC(C)(C)N(Cc1ccccc1)C(=O)COC(=O)[C@@H]1CCCN1C(=O)c1cccs1	?	-40%	i	1%	1	4%	5%	25%	2.4%
CN(c1ccccc1)C1CCCCC1NS(=O)(=O)c1ccc(Cl)cc1 (stereo unspecified)	11µM*	-83%	?	/	73	?	?	-7%	4.1%
Cc1ccc(CN2C3CCCC2CC(NC(=O)c2ccc(F)cc2)C3)cc1 (stereo unspecified)	-12%	-21%	i	-24%	-16	3%	3%	0%	1.1%
C[C@H](c1ccccc1)N1C[C@@H](COCc2ccccc2)Oc2cc(N3CCC[C@@H]3CO)ccc2S1(=O)=O	/	/	?	-24%	-22	/	/	/	7.7%
CCn1cc(/C=C(\NC(=O)c2ccc(C)cc2)C(=O)NCCCn2ccnc2)c2ccccc21	-1%	-37%	i	-1%	/	-18%	/	4%	0.5%
FC(F)(F)c1nnc2ccc(N3CCN(c4ccccc4)CC3)nn12	?	-4%	i	1%	2	4%	-16%	1%	0.3%
CCCN(CC(=O)Nc1ccccc1C)C(=O)COC(=O)CSc1ccc([N+](=O)[O-])cc1	-3%	0%	i	-1%	1	2%	2%	-8%	0.3%
O=C(NC1CCS(=O)(=O)C1)C1C2CC3CC(C2)CC1C3 (stereo unspecified)	-11%	-21%	i	-7%	12	3%	0%	2%	-0.6%
O=C(O)CNC(=O)c1ccc(NC(=O)/C(=C/c2ccccc2)NC(=O)c2ccccc2Br)cc1	26%	13%	i	/	7	6%	-12%	-2%	-0.7%
COc1cc(NC(=O)CN2CCN(c3ccc(F)cc3)CC2)cc(OC)c1	-10%	0%	i	1%	/	/	/	1%	3.2%
Cc1nn(C)c(Cl)c1CN1CCCC(CO)(Cc2cccc(Cl)c2)C1 (stereo unspecified)	-16%	0%	i	/	-4	-12%	1%	-11%	-0.9%

Rows are unselected. Share with any hit: about 8.8%.
